Screening data (PubChem)
GAA glycogen: inhibitors or activators of human alpha-glucosidase glycogen cleavage; P10253; recombinant GAA, glycogen substrate, Amplex Red glucose oxidase fluorescence; Potency, µM (doses to about 76.4 µM), for the others: at the top dose activity change, negative = inhibition, hits mostly inhibitors; actives 0.38% (n = 300,000);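 further: 0% = full enzyme reaction and -100% = no-enzyme basal signal; the screen sought inhibitors and activators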
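Recombinant enzyme (4 nM final) with compounds titrated up to 77 uM and bovine liver glycogen (30 ug) in citrate pH 5.0, 0.01% Tween-20, 37 C 40 min. Released glucose detected by Amplex Red/glucose oxidase (Ex 573/Em 610); AC50 from Hill fits.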
Tau fluor cs: counter-screen for tau fibril formation inhibitors. tau K18 P301L Alexa594 fluorescence, heparin fibrillization. Potency, µM (titrated, usually from 57.7 µM), for the others: at the top dose activity change, negative = decrease. actives 0.93% (n = 280,000). AID 1463; further: on the % scale 0 is the no-effect control and ±100 the full control effect; nearly all actives have a fitted effect of over 55% in size
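Human K18 P301L tau (15 uM unlabeled plus 0.24 uM Alexa 594-labeled, final) in 100 mM sodium acetate pH 7 was mixed with compound and 20 uM heparin and incubated 6 hr at 37 C.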
aGlu spleen mod: inhibitors or activators of human alpha-glucosidase in spleen homogenate. AID 2112. human spleen homogenate, 4-MU-alpha-glucoside fluorescence. P10253. Potency, µM (doses to about 79.9 µM), for inactives: at the highest dose activity change, negative = inhibition, most hits filed as inhibitors. actives 0.006% (n = 240,000);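 further: 0% = enzyme with vehicle and -100% = no enzyme basal signal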
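Human spleen homogenate (1 ug) incubated with compounds and 1 mM 4-methylumbelliferyl-alpha-D-glucopyranoside in pH 5.0 citrate/phosphate buffer, 37 C, 40 min. Stopped at pH 10; 4-MU fluorescence (Ex 365/Em 440 nm); AC50 by Hill fit.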
Tau fibril ThT: inhibitors of human tau fibril formation, thioflavin T binding | AID 1460 | Potency, µM (highest dose often 57.4 µM), without a hit: at the highest dose activity, negative = inhibition, usual class: inhibitors | actives 2.1% (n = 270,000) | P10636 | recombinant tau K18 P301L (four-repeat tau fragment), heparin-induced fibrillization, ThT fluorescence; further: on the % scale 0 is the no-effect control and ±100 the full control effect; nearly all actives have a fitted effect of over 55% in size
Target sequence (P10636 561-689 P618L limits assumed): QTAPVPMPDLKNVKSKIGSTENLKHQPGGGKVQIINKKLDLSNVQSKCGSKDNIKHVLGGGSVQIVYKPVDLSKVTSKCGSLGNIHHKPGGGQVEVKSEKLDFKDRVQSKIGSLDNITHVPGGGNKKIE
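In this qHTS, human K18 P301L tau is incubated with compound and heparin for 6 hr at 37 C, and Thioflavin T fluorescence then reports fibril load.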
Tau fibril FP: tau fibrillization inhibition (FP). P10636. K18 P301L tau heparin fibrillization, Alexa594 FP, 6 h. Potency, µM (highest dose often 57.7 µM), for the others: top-dose activity, negative = inhibition, actives largely listed as inhibitors. actives 0.39% (n = 280,000); further: on the % scale 0 is the no-effect control and ±100 the full control effect; nearly all actives have a fitted effect of over 55% in size
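FP of Alexa 594-tau after heparin (20 uM) induction. Substrate: human K18 P301L, 15 uM unlabeled, 0.24 uM labeled. Buffer 100 mM sodium acetate pH 7. 6 hr, 37 C.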
GLA spleen mod: inhibits or activates alpha-galactosidase in human spleen homogenate | P06280 | human spleen homogenate, 4MU-alpha-Gal fluorescence, 40 min | Potency, µM (highest dose often 80 µM), without a hit: at the top dose activity change, negative = inhibition, hits mostly inhibitors | actives 0.008% (n = 240,000);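 further: 0% = enzyme with vehicle and -100% = no enzyme basal signal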
Target sequence (P06280 32-429 limits assumed): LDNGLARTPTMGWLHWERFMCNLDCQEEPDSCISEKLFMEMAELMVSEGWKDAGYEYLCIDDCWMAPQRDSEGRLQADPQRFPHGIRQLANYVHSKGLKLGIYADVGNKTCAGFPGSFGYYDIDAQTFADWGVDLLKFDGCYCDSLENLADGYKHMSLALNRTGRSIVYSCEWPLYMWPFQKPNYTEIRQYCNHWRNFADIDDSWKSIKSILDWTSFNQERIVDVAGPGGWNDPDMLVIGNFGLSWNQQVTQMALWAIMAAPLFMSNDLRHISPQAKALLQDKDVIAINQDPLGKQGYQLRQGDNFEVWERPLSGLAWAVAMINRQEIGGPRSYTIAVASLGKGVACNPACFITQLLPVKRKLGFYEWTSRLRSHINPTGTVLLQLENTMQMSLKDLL
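Inhibition or activation of alpha-galactosidase in human spleen homogenate is scored by 4-MU fluorescence after 40 min at 37C, pH 5.0, with 1 mM substrate. AC50s come from concentration-response fitted to the Hill equation.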
GAA inh: inhibitors of human lysosomal alpha-glucosidase | purified human GAA, 4-MU-alpha-glucoside fluorescence | AID 1466 | actives 0.005% (n = 200,000) | P10253 | Potency, µM (top dose mostly 76.9 µM), for inactives: at the highest dose activity change, negative = inhibition, actives largely listed as inhibitors;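 further: plate controls were uninhibited enzyme wells for no effect and no-enzyme background for full effect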
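Fluorescence at Ex 365/Em 440 nm from 4-methylumbelliferone reported enzyme activity after 20 min at room temperature. Reactions used 4 nM enzyme and 400 uM substrate at pH 5.0; curves fitted with the Hill equation.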
HTT cytoprotect: Huntington cell model cytoprotection by ATP luminescence; PC12 HTT-Q103 induced, cytoprotection, ATP luminescence, 40 h; Potency, µM (titrated, usually from 56.4 µM), without a hit: cytoprotection (ATP increase), most hits filed as activators; actives 0.14% (n = 230,000); AID 1471;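 further: % of control where 0% means no effect; nearly all actives have a fitted effect of over 45% in size; toxic huntingtin expression switched on by the ecdysone agonist tebufenozide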
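Quantitative HTS on tebufenozide-induced (100 nM) PC12 cells expressing HTTQ103 exon 1–GFP; compounds tested as a concentration series; survival measured via cellular ATP.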
* marks the source's active call; other numbers are inactive results; ? = inconclusive; · = not tested or not shown; [ ] = dose if it differs, or a comment. The call rests on the fitted dose curve; in most records, active means well fitted curve in the direction sought with a large enough effect; inconclusive means small, poorly fitted or top-dose-only effect, or another doubt; inactive means no such curve, though single readings can be large; an effect the other way counts as inactive or inconclusive. Potency means the concentration at half of the fitted maximal effect.

Values in the order: GAA glycogen	Tau fluor cs	aGlu spleen mod	Tau fibril ThT	Tau fibril FP	GLA spleen mod	GAA inh	HTT cytoprotect
- CC(C)[C@H](NS(=O)(=O)c1ccc2c(c1)OCCO2)C(=O)OCC(=O)Nc1cc(Cl)ccc1Cl
    2%	?	1%	-21%	6%	5%	0%	10%[10 µM]
- CC(C)N(C(=O)CSc1nnnn1C1CCCC1)C(C)C
    7%	-1%	3%	2%	-3%	5%	3%	-8%[10 µM]
- CCCCCOc1ccccc1C(=O)NCCC(=O)O
    4%	-2%	1%	4%	3%	10%	13%	-4%
- COc1ccc(/C=C/C(=O)c2cc(Cl)cc(Cl)c2O)c(OC)c1
    -3%	-20%	6%	·	-8%	12%	·	17%[10 µM]
- CCc1ccc(C(=O)NC2=NC(c3ccccc3F)CC(=O)N2)cc1 (stereo not drawn)
    -6%[76.3 µM]	-4%	·	2%	-9%	·	·	·
- Oc1ccc(-c2nc(-c3ccc(O)c(O)c3)cs2)cc1
    11µM*	13µM*[quencher]	1%	3.2µM*	7%	6%	-9%	-33%[inhibitor]
- COc1ccccc1N1N=C(c2cccs2)CC1c1ccccc1 (stereo not drawn)
    6%	?	11%	-16%	10%	?	?	32%[10 µM]
- Cn1c(=O)n(C)c2cc(/C=N/NC(=O)c3ccc(Cl)cc3Cl)ccc21
    9%	-12%	-5%	?	-9%	1%	-1%	-29%
- COc1ccc(NC(=S)NC(NC(=O)C(C)C)C(Cl)(Cl)Cl)c([N+](=O)[O-])c1 (stereo not drawn)
    6%	-8%	-3%	-7%	-8%	-13%	-7%	7%
- COC(=O)c1cc2oc(C)cc2n1CC(=O)N(C)c1ccccc1
    -9%	0%	-2%	-8%	2%	3%	-2%	35%[10 µM]
- CC(=O)Nc1ccccc1P(=O)(c1ccccc1)c1ccccc1OC(C)=O (stereo not drawn)
    6%	-3%	3%	-2%	-7%	2%	·	-4%[10 µM]
- COc1ccccc1CC(=O)Nc1cccc(F)c1
    2%	-3%	5%	1%	4%	-2%	-3%	-22%
- CCn1c(C)[n+](Cc2ccccc2)c2ccc(C(=O)OC)cc21
    -2%	1%	-1%	-1%	7%	-5%	-3%	-11%
- CCOc1nc(-c2ccc(C)cc2)ccc1-c1noc(-c2cccnc2)n1
    6%	-8%	-4%	-15%	2%	-3%	-10%	-7%
- CC(N=C1CC(C)(C)CC(=O)/C1=C(/O)CCCN1C(=O)c2ccccc2C1=O)C(=O)O (stereo not drawn)
    3%	-2%	0%	-2%	6%	-3%	?	-35%[inhibitor]
- O=C(NC1CCCCC1)C(c1ccncc1)N(Cc1ccccc1)C(=O)c1ccc(-c2ccccc2)[nH]1 (stereo not drawn)
    -5%	-8%	-12%	-17%	2%	10%	2%	-13%
- Cc1noc(C)c1COC(=O)CCCNC(=O)c1ccc(Cl)cc1
    1%	-2%	0%	0%	-1%	0%	5%	-1%[10 µM]
- N/C(Cc1ccc(Cl)cc1Cl)=N\OC(=O)Cc1ccc(Cl)cc1
    -2%	-16%	-3%	-7%	-2%	8%	1%	19%[10 µM]
- Cc1cc(NC(=O)CN2CCCC2c2nc3ccccc3s2)no1 (stereo not drawn)
    1%	1%	0%	-4%	-1%	5%	-4%	-3%
- CCCn1c(SCC(=O)/C(C#N)=C(\C)N)n[nH]c1=O
    0%	-14%	-2%	-18%	-11%	7%	-5%	7%
- COc1ccc(N(C)C2=NS(=O)(=O)c3ccccc32)cc1
    11%	1%	-3%	-4%	7%	8%	4%	-50%[inhibitor][10 µM]
- C/C(=N\NC(=O)c1ccoc1C)c1cccnc1
    10%	1%	1%	0%	-2%	-3%	-8%	6%[10 µM]
- Cc1coc2cc3oc(=O)c(CCC(=O)O)c(C)c3cc12
    5%	-7%	6%	-10%	9%	-2%	-27%[15.4 µM]	11%[10 µM]
- COc1ccc2c(c1)nc1n2CN(CC2CCCO2)CN1Cc1ccccc1 (stereo not drawn)
    -1%	-12%	-3%	-7%	2%	-12%	-14%	-53%[inhibitor]
- O=C(NCc1cccnc1)c1cccc(-c2cc3ccccc3oc2=O)c1
    3%	-1%	11%	8%	3%	12%	11%	-22%
- COC(=O)c1scc(C)c1NS(=O)(=O)c1ccc(NC(C)=O)cc1
    9%	-10%	0%	-7%	-5%	5%	·	2%[10 µM]
- COc1cc(/C=C2\SC(=O)NC2=O)ccc1Oc1ccc([N+](=O)[O-])cn1
    2%	-12%	-13%	?	3%	6%	·	-10%[10 µM]
- O=C(CCc1ccccc1)Nc1ccc(NC(=O)c2ccco2)nc1
    -3%	-5%	3%	-8%	1%	-8%	-5%	-29%[10 µM]
- COc1ccc(C(=O)N2CCC(c3nc(-c4ccc(S(=O)(=O)N5CCCC5)cc4)no3)CC2)cc1
    3%[76.3 µM]	-9%	·	-8%	2%	·	·	·
- CCOC(=O)c1cnc(-c2ccccc2)nc1N1CC(C)OC(C)C1 (stereo not drawn)
    3%	-17%	-1%	-13%	0%	-6%	?	-28%

5 records picked at random from those above:
Values in the order: GAA glycogen	Tau fluor cs	aGlu spleen mod	Tau fibril ThT	Tau fibril FP	GLA spleen mod	GAA inh	HTT cytoprotect
- COc1ccccc1CC(=O)Nc1cccc(F)c1
    2%	-3%	5%	1%	4%	-2%	-3%	-22%
- Cc1noc(C)c1COC(=O)CCCNC(=O)c1ccc(Cl)cc1
    1%	-2%	0%	0%	-1%	0%	5%	-1%[10 µM]
- CCOC(=O)c1cnc(-c2ccccc2)nc1N1CC(C)OC(C)C1 (stereo not drawn)
    3%	-17%	-1%	-13%	0%	-6%	?	-28%
- CCn1c(C)[n+](Cc2ccccc2)c2ccc(C(=O)OC)cc21
    -2%	1%	-1%	-1%	7%	-5%	-3%	-11%
- COc1ccc2c(c1)nc1n2CN(CC2CCCO2)CN1Cc1ccccc1 (stereo not drawn)
    -1%	-12%	-3%	-7%	2%	-12%	-14%	-53%[inhibitor]

Following part.
Values in the order: GAA glycogen	Tau fluor cs	aGlu spleen mod	Tau fibril ThT	Tau fibril FP	GLA spleen mod	GAA inh	HTT cytoprotect
- Cc1cc2c(c(=O)o1)C(CCC1CCCCC1)C(C#N)=C(N)O2 (stereo not drawn)
    2%	-14%	0%	-4%	-8%	2%	·	17%[10 µM]
- CN1\C(=C/C=C/C=C/C=[N+](C)C)C(C)(C)c2ccccc21
    ?	1.6µM*[fluorescent]	2%	3.5µM*	?	8%	-2%	-42%[inhibitor]
- CC1(c2ccccc2)NC(=O)N(CC#N)C1=O (stereo not drawn)
    6%	11%	-13%	5%	3%	-1%	4%	-19%
- COc1cccc(-c2nc(-c3ccc(NC(=O)c4ccncc4)cc3)no2)c1
    7%	-28%	-1%	-17%	-8%	-2%	-1%	-16%[10 µM]
- CC(=O)N1c2c(cc(Br)cc2S(=O)(=O)N2CCN(c3cc(C)ccc3C)CC2)CC1C (stereo not drawn)
    6%[76.3 µM]	-24%	·	-13%	-4%	·	·	·
- CCN(c1ccccc1)S(=O)(=O)c1cc(C(=O)O)ccc1C
    12%	6%	-8%	4%	3%	-4%	1%	13%
- CC(=O)N1CCC2(CC1)C(C#N)=C(N)Oc1c2sc2nc(C)cc(C)c12
    -18%	-3%	-13%	-12%	-4%	-12%	-7%	-10%
- CCC1(CC)NC(=O)N(CC(=O)OCC(=O)Nc2sccc2C#N)C1=O
    -2%	-2%	·	-3%	6%	3%	-6%	20%
- CC(C)(C#CC(O)(c1ccccc1)c1ccccc1)N1CCCC1
    -9%	-7%	3%	-4%	-6%	-5%	5%	4%[10 µM]
- O=C(NCCO)c1ccc2c3n(nc2c1)-c1ccccc1CO3
    7%	15%	1%	-5%	4%	8%	·	-75%[inhibitor][10 µM]
- O=C(O)CC1SC(N/N=C/c2ccc(Br)cc2)NC1=O (stereo not drawn)
    2%	8%	-2%	4%	7%	-3%	-3%	28%[10 µM]
- Cc1cc(-c2c(C(=O)N3CCOCC3)c(C)nn2-c2cccc(C(F)(F)F)c2)no1
    -1%	-13%	-3%	-17%	3%	0%	-2%[15.4 µM]	10%[10 µM]
- COc1ccc(Cl)cc1NC(=O)CN(C)CC(=O)Nc1ccccc1C(F)(F)F
    1%	-18%	-29%	-16%	6%	-13%	?	4%
- CCOc1ccc(NC(=O)Nc2cc(C)on2)cc1
    -4%	-19%	-7%	?	7%	-1%	-7%	-19%
- COc1ccccc1N1CCN(S(=O)(=O)c2cccc(F)c2)CC1
    1%	-16%	-6%	-2%	-7%	-19%	-13%	0%
- CCOC(=O)N1CCC(Nc2ncnc3c2cnn3-c2ccc(C)cc2C)CC1
    -1%	-4%	-7%	?	4%	-1%	-3%	-11%
- O=C(NC1=NCCS1)c1ccc(Cl)c(S(=O)(=O)N2CCOCC2)c1
    -12%	-6%	2%	1%	5%	4%	·	3%[10 µM]
- Cc1ccc(S(=O)(=O)NC(N)=NCCc2ccc(Cl)cc2)cc1
    2%	-9%	5%	11%	-2%	7%	-5%	12%[10 µM]
- CCOC(=O)c1c(NC(C)=O)c2c3c(sc2n1Cc1cccc(Cl)c1)CCCC3
    12%[76.3 µM]	1%	·	-1%	1%	·	·	·
- Cc1cc(C)cc(NS(=O)(=O)c2cc3c(cc2C)NC(=O)CO3)c1
    -17%[76.3 µM]	-15%	·	-9%	-4%	·	·	·
- Cc1nn(C)cc1C(=O)Nc1cc(Oc2ccc(Cl)cc2)cc([N+](=O)[O-])c1
    -6%	?	-8%	-4%	?	-5%	-7%	-18%
- C=CCn1c(O)c(N=NC(=O)CNC(=O)/C=C/c2ccco2)c2ccccc21
    8%	-11%	-4%	20µM*	-5%	-2%	-4%	3%[10 µM]
- S=C(NCc1cccs1)Nc1ccc(Cl)cc1
    -14%	?	-1%	?	2%	1%	-5%	-39%[inhibitor]
- COc1ccc(-n2ncc(N(C)n3cccc3)c(Cl)c2=O)cc1
    6%	-19%	0%	-23%	-9%	-2%	-2%	-6%
- COc1ccc(Cl)cc1NC(=O)Cn1c(NCCO)nc2ccccc21
    -9%	-1%	5%	1%	1%	-2%	7%	-40%[inhibitor]
